Mtb UGM inh = M. tuberculosis UGM enzyme inhibitors, primary screen, biochemical, fluorescence polarization, single point. purified UGM, fluorescence polarization probe displacement. inhibition, % at 10 µM. 0.06% of 320,000 active; in the data active = inhibition above about 10%, passing the limit was not always enough; inconclusive = no clear call, values can overlap the other calls
Target sequence (P9WIQ1 whole entry, looked up): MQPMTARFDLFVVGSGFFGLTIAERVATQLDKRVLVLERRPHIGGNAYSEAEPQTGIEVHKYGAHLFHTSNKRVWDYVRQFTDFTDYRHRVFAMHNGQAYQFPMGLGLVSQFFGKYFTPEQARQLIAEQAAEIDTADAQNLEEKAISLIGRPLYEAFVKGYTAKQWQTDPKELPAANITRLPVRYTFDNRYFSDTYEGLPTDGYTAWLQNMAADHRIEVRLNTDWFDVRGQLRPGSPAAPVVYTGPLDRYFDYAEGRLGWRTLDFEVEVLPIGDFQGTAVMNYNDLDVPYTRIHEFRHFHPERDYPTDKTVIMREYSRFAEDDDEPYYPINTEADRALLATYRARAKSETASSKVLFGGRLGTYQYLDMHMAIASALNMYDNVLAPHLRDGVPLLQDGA
Rv3671c inh = Rv3671c serine protease inhibitors, primary screen, biochemical, fluorescence polarization, M. tuberculosis H37Rv; AID 2606, 2010; inhibition, % at 5.96 µM; 0.048% of 320,000 active; in the data active = inhibition above about 38%;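 also: extracellular domain of Rv3671c used as enzyme; 0% = enzyme with DMSO and 100% = no enzyme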
BoNT F protease = BoNT/F light chain protease inhibitors, primary screen, biochemical, flow cytometry, MLPCN library. Botulinum neurotoxin type F light chain protease (Clostridium botulinum). Multiplex microsphere protease cleavage assay. inhibition, % at 10 µM. 0.22% of 360,000 active; in the data active = inhibition above about 35%, passing the limit was not always enough; inconclusive = no clear call, values can overlap the other calls; also: plate controls were buffer without enzyme for full effect and enzyme alone for no effect
PrPC TRFRET = inhibitors of human cell surface prion protein PrPC, primary screen, cell-based, TR-FRET; Major prion protein (Homo sapiens), P04156; 0.43% of 370,000 active; inhibition, % at 13.8 µM; TR-FRET read-out; AID 720596, 2013; in the data active = inhibition above about 24%; also: 0% = median of the test wells and 100% = reference compound wells
BioA inh = M. tuberculosis BioA enzyme inhibitors, primary screen, biochemical, plate reader, single point, HTS; inhibition, % at 9.99 µM; purified M. tuberculosis BioA enzyme; 0.096% of 360,000 active; in the data active = inhibition above about 40%; inconclusive = no clear call, values can overlap the other calls
FBA Mtb inh = Mtb FBA enzyme inhibitors, primary screen, biochemical, fluorescence, strain H37Rv; Fructose-bisphosphate aldolase (Mycobacterium tuberculosis (strain ATCC 25618 / H37Rv)), …; purified M. tuberculosis FBA, fluorescence read-out; inhibition, % at 1 µM; 2.3% of 360,000 active; AID 588726, 2011; in the data active = inhibition above about 27%;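 also: 0% = vehicle and 100% = reference inhibitor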
Target sequence (P9WQA3 whole entry, looked up): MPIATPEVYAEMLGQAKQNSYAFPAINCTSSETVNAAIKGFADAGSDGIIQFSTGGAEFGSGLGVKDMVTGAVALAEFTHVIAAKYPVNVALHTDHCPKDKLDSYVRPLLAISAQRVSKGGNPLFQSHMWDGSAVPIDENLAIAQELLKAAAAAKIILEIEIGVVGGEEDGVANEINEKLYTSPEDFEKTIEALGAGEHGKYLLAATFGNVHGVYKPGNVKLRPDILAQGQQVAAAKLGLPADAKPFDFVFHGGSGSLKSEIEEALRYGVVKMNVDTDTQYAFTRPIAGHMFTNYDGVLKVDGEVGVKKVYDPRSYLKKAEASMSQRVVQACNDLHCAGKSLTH
FadD28 binding = inhibitors of FadD28 bisubstrate probe binding, primary screen, biochemical, fluorescence polarization, single point; 0.22% of 360,000 active; Mycobacterium tuberculosis FadD28 fatty-acid-AMP ligase; inhibition, % at 12.5 µM; in the data active = inhibition above about 8.5%, passing the limit was not always enough; inconclusive = no clear call, values can overlap the other calls
MazF activator = activators of E. coli MazEF toxin-antitoxin RNase, primary screen, biochemical, fluorescence, uHTS; 0.32% of 350,000 active; AID 504720, 2011; FAM/BHQ RNA-DNA oligo cleavage fluorescence, 5 h; activation, % at 20 µM; in the data active = activation above about 50%
Target sequence (P0AE70 whole entry, looked up): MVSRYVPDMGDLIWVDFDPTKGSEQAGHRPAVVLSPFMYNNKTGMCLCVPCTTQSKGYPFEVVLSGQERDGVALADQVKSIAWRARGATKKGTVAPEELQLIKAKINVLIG
GDH-TPI inh = GDH-TPI coupling enzyme inhibitors, primary screen, artefact control for M. tuberculosis FBA inhibitor project, biochemical, absorbance, full deck. GDH-TPI coupled enzyme counterscreen, NADH absorbance. inhibition, % at 4.8 µM. 1.2% of 360,000 active; in the data active = inhibition above about 30%;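 also: 0% = DMSO wells and 100% = wells lacking the enzyme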
* = called active by the depositor; ? = inconclusive; · = not tested or not shown.

| canonical_smiles | Mtb UGM inh | Rv3671c inh | BoNT F protease | PrPC TRFRET | BioA inh | FBA Mtb inh | FadD28 binding | MazF activator | GDH-TPI inh |
| --- | --- | --- | --- | --- | --- | --- | --- | --- | --- |
| CN(c1ccccc1C(=O)Nc1cccc([N+](=O)[O-])c1)S(=O)(=O)c1ccccc1 | 0.8 | · | ? | -18.8 | 1.2 | 2.0 | -3.2 | 7.1 | -3.1 |
| CC(C)(C)c1cc(C(=O)NCC(=O)OCC(=O)c2cccc([N+](=O)[O-])c2)cc(C(C)(C)C)c1 | 0.2 | -9.1 | -1.7 | 2.3 | -1.8 | -3.0 | -4.4 | -6.5 | -3.7 |
| CCc1cccc(C)c1NC(=S)N(CCN(C)C)C(C)c1ccco1 (stereo not given) | 0.5 | -2.0 | -7.3 | 4.8 | · | 0.5 | -4.9 | 9.1 | 2.6 |
| CC(C)(C)C(C(=O)Oc1ccccc1)c1ccccc1 (stereo not given) | 1.3 | -8.0 | -3.0 | -7.7 | 0.3 | 3.0 | 1.3 | -11.9 | -1.7 |
| CCN(CC(=O)Nc1ccc2c(c1)OCCO2)C(=O)/C=C/c1ccccc1 | 6.2 | 1.9 | -1.8 | 7.4 | · | 5.0 | -0.7 | 8.0 | -1.9 |
| NC(=O)COc1ccccc1 | 1.8 | 1.8 | · | -12.1 | · | -13.0 | -2.3 | 3.1 | 5.4 |
| O=C(O)C(Cc1ccccc1)n1cccc1 (stereo not given) | 0.6 | -3.8 | -0.6 | -3.8 | -0.6 | 2.8 | -0.1 | 0.4 | 1.7 |
| Cc1ccc2c(c1)nnn2C1CCN(C(=O)C2CCCCC2)CC1 | -1.1 | -14.7 | 7.7 | 1.3 | · | -7.0 | 0.7 | -2.1 | 6.4 |
| CCN(CC(=O)Nc1cc(Cl)ccc1C)C(=O)CC1CCCC1 | -3.1 | -4.9 | 7.8 | 1.9 | -0.1 | -2.8 | -0.1 | 1.8 | -4.1 |
| O=C(NCCOc1ccc(Cl)cc1)c1ccco1 | -0.3 | 0.3 | 20.6 | 2.7 | 0.4 | 3.2 | -2.0 | -5.8 | 1.8 |
| C=CCOCCN1C(=O)C2C3C=CC(C2C1=O)C1C2C(=O)N(CCOCC=C)C(=O)C2C31 (stereo not given) | 0.4 | -5.0 | -0.5 | 2.3 | · | 6.0 | 0.2 | 2.9 | 7.8 |
| COc1cccc2cc(C(=O)OC(C)C(=O)c3ccc(C)cc3)c(=O)oc12 (stereo not given) | 1.9 | 1.2 | 8.7 | -6.6 | -2.1 | -3.0 | -2.2 | -1.6 | 6.4 |
| CCc1ccc(Nc2ccc3nonc3c2[N+](=O)[O-])cc1 | -0.1 | -2.3 | · | -13.5 | · | -3.2 | -0.2 | 3.4 | 11.2 |
| Nc1cc(=O)[nH]c(SCC(=O)Nc2ccc(S(=O)(=O)N3CCCCC3)cc2)n1 | -0.1 | 6.1 | 14.7 | 6.7 | · | 4.1 | 0.9 | 8.1 | 5.5 |
| CCN(CC(O)Cn1c2ccccc2c2ccccc21)S(=O)(=O)c1ccc(F)cc1 (stereo not given) | 5.3 | -2.8 | -11.9 | 1.7 | -4.1 | -0.6 | -5.2 | -5.1 | 2.4 |
| Cc1ccc(S(=O)(=O)N2CCC(C(=O)Nc3ccc(C(C)C)cc3)CC2)cc1 | 1.8 | -22.9 | -7.3 | -7.2 | -2.1 | 4.0 | 0.6 | -0.5 | 13.7 |
| CC(N)C12CC3CC(C1)CC(C(C)N)(C3)C2 (stereo not given) | 2.1 | -0.1 | 0.3 | -2.2 | -2.1 | -2.5 | -5.2 | 0.4 | 3.5 |
| CC(=O)c1ccc(N2CCN(C(=S)Nc3cccc(Cl)c3)CC2)cc1 | -2.4 | -1.9 | -3.5 | -6.4 | -1.4 | -0.4 | -0.3 | 1.4 | 26.1 |
| O=[N+]([O-])c1cccc(CN(CCO)Cc2ccccc2)c1 | 3.3 | 1.3 | -5.3 | -10.2 | 1.0 | 2.5 | -2.9 | -2.2 | 10.0 |
| CCn1c(Cc2ccccc2)nnc1SCC(=O)OC(C)C | 0.8 | 9.2 | 7.1 | · | -5.0 | -1.5 | 0.4 | -1.5 | 4.9 |
| CC(C)(C)SCCNC(=O)Nc1ccccc1 | 0.7 | -5.7 | -4.9 | 2.0 | · | -3.8 | -2.0 | 3.1 | -9.0 |
| N#C/C(=C\N1CCOCC1)S(=O)(=O)c1ccc(Cl)cc1 | 4.8 | -0.9 | · | 3.6 | 6.8 | 1.9 | 0.4 | 13.3 | -4.6 |
| O=C(COC(=O)CCc1nc2ccccc2s1)NC(=O)NCc1ccco1 | 0.3 | -1.9 | 5.0 | -7.7 | · | 0.1 | -3.0 | 2.9 | -1.2 |
| CCOc1ccccc1NC(=O)N1CCCC1C(=O)Nc1ccc(-n2cnnn2)c(C)c1 (stereo not given) | -0.8 | -4.4 | -6.1 | -3.9 | 2.2 | 2.2 | 0.5 | 3.2 | 8.4 |
| CC(C)c1cc(C(F)(F)F)n2nc(C(=O)Nc3ccc(-n4cnnn4)cc3)cc2n1 | 3.7 | -2.5 | 0.4 | 9.2 | -1.0 | 8.5 | -1.0 | 9.3 | 2.4 |
| O=C(COc1cccc2cccnc12)N/N=C1\SCC(=O)N1Cc1ccco1 | 0.9 | -3.3 | 4.8 | -5.7 | -1.0 | 2.6 | -3.9 | -1.6 | -1.3 |
| O=C(Nc1ccccc1C(=O)NC1CC1)c1ccccc1F | -0.7 | -0.1 | 0.4 | -4.6 | -2.2 | 5.2 | · | 1.3 | 7.6 |
| CCOC(=O)c1sc(NC(=O)COC(=O)CNC(=O)C2CCCCC2)c(C(=O)OCC)c1C | -1.5 | 10.2 | -6.0 | 4.3 | -2.1 | 2.3 | 0.2 | 0.6 | 8.0 |
| CC1CCCCC1NC(=O)CN1CCC(O)(c2ccc(F)cc2)CC1 (stereo not given) | 3.9 | -5.5 | 2.5 | 6.2 | -0.7 | 1.4 | -0.7 | 12.1 | 3.2 |
| Cc1noc(C)c1CSCC(=O)Nc1nc2c(F)cc(F)cc2s1 | 6.8 | -10.3 | -7.8 | -0.1 | -0.9 | 3.4 | · | -5.5 | 3.2 |
| CCN(CC)C(=O)C1CC(=O)OC12CCCCC2 (stereo not given) | -0.7 | 5.6 | -10.4 | 7.9 | · | -1.2 | -3.2 | -15.0 | 7.2 |
| Cc1cccc(N2CCN(C(=O)Cn3ccc4ccccc4c3=O)CC2)c1C | 1.1 | -4.7 | -13.0 | 1.8 | -0.1 | 2.5 | -2.8 | -0.3 | 0.9 |
| CCOC(=O)c1cnc(SCC(=O)OC)nc1N | -0.8 | -0.6 | 5.2 | -2.7 | · | -2.7 | 0.2 | -12.8 | -1.3 |
| NS(=O)(=O)c1ccc(N/C=C\C(=O)c2ccc(F)cc2)cc1 | -0.5 | 1.3 | -6.0 | -1.6 | · | 7.9 | -2.1 | 5.1 | 19.5 |
| COC(=O)/C=C1/S/C(=N/NC(=O)c2ccccc2)NC1=O | -0.6 | 3.0 | -3.0 | -7.3 | 8.0 | -1.9 | -2.4 | 7.7 | 30.1 |
| S=C(NCc1ccccc1)N1CCn2cccc2C1c1cccnc1 (stereo not given) | · | · | -3.4 | 0.2 | · | 0.8 | -2.5 | -5.6 | -3.7 |
| Cc1ccc(S(=O)(=O)C2(C(=O)Nc3cccnc3)CC2)cc1 | -3.5 | -11.8 | -1.2 | -5.0 | 0.4 | 1.0 | -3.7 | 2.2 | 1.9 |
| CCOc1ccccc1CN1CCC(CO)(CCOc2ccccc2)CC1 | -2.6 | 4.2 | -6.4 | -7.6 | · | -2.2 | -4.2 | 5.6 | 6.5 |
| Cc1cc(Cl)ccc1C(=O)C1CCCN(C(=O)c2ccc3ncccc3c2)C1 (stereo not given) | 1.0 | -0.8 | -10.4 | -1.2 | 5.8 | 7.3 | 0.3 | -7.3 | 0.0 |
| COc1ccc(OC)c(C2=NO[C@@](CC(=O)O)(C(=O)Nc3ccc4c(c3)OCCO4)C2)c1 | 2.2 | 0.3 | 8.7 | 3.9 | -1.7 | 7.3 | -0.3 | 1.8 | 4.3 |
| Cc1ccc(Nc2ncnc(-n3cccc3)n2)cc1Cl | -1.3 | -5.4 | 1.9 | -8.7 | · | 1.8 | -2.4 | -3.0 | 3.7 |
| CCc1cccc2c(C(=O)C(NCCCOC)c3ccccc3)c[nH]c12 (stereo not given) | -0.8 | -10.6 | -16.0 | 5.9 | 3.5 | 0.9 | -0.9 | 13.8 | -1.1 |
| Cc1ccc(Cl)c(OCCCCN(C)Cc2ccccc2)c1 | 1.4 | -0.1 | -3.1 | -0.9 | 1.5 | -3.0 | 0.6 | -7.9 | 11.2 |
| CN=C1S/C(=C\c2cn(CC(=O)OC)c3ccccc23)C(=O)N1C | 4.7 | -5.2 | 1.5 | -12.9 | · | -0.9 | -2.1 | -21.1 | 13.0 |
| COc1ccc(C)cc1S(=O)(=O)N1CCC(C(=O)N2CCOCC2)CC1 | 1.7 | -1.9 | 2.8 | -2.2 | -0.6 | 0.2 | -2.1 | 2.3 | 0.3 |
| COCC(C)NC(=O)C1CCN(S(=O)(=O)c2ccc3ccccc3c2)CC1 (stereo not given) | 1.7 | 5.6 | ? | 2.6 | · | -1.1 | -3.7 | 0.1 | 0.7 |
| O=C(NCc1ccccn1)c1c(O)c2c([nH]c1=O)CCCC2 | -0.6 | -3.7 | -3.4 | 0.9 | -2.6 | 3.2 | -2.1 | 9.2 | 12.7 |
| CCCn1c(N)c(NCCN2CCOCC2)c(=O)[nH]c1=O | -3.1 | 2.3 | -1.1 | -8.6 | · | 10.2 | 0.4 | 11.3 | 3.3 |
| COc1ccc(CCN(Cc2ccc(C(C)C)cc2)S(=O)(=O)c2ccc(S(=O)(=O)N(C)C)cc2)cc1OC | -2.7 | 2.6 | 1.6 | 6.4 | · | -5.9 | -3.2 | 4.3 | 9.3 |
| COc1ccc(CNC(=O)CNC(c2ccccc2)c2ccccc2)cc1OC | 1.8 | 5.4 | -0.5 | 1.6 | -1.1 | 4.8 | -2.8 | 6.5 | 4.5 |
| O=C(O)c1cc2cccc(S(=O)(=O)N3CCCCC3)c2cc1O | 0.1 | 2.3 | -0.8 | -3.4 | 1.8 | 3.0 | -4.6 | 7.8 | -8.4 |
| Cc1cccn2c(=O)c3cc(C(=O)NCC4CCCO4)c(=N)n(Cc4ccc(F)cc4)c3nc12 (stereo not given) | 1.4 | -2.8 | 4.0 | -30.2 | 15.5 | 185.9* | -3.6 | 11.8 | 5.9 |
| CCn1c(SCC(=O)Nc2ccc3c(c2)OCO3)nc2c1c(=O)n(C)c(=O)n2C | 0.9 | -3.9 | -5.7 | 9.8 | 3.4 | -0.9 | 1.1 | 3.8 | 14.3 |
| CCc1ccc(NC(=O)C2CCN(C(=O)N3CCOc4ccccc43)CC2)cc1 | -1.4 | -1.4 | 7.3 | -2.3 | 1.3 | 1.0 | -1.6 | 12.8 | 0.5 |
| COc1ccc(Br)c(C(=O)OCC(=O)NC2CCCCCC2)c1 | 0.0 | -5.8 | 6.5 | -2.2 | -2.0 | 1.5 | -3.0 | 2.0 | 10.0 |
| CCOC(=O)C1CCCN(S(=O)(=O)c2cc(C(=O)OC)n(C)c2)C1 (stereo not given) | 0.1 | 3.7 | -2.2 | 4.2 | 2.6 | -0.2 | -4.1 | 2.8 | -7.2 |
| Cc1ccc(CNC(=O)C(C)C2Sc3ccccc3NC2=O)cc1 (stereo not given) | 0.1 | 4.4 | -1.5 | 2.0 | 0.4 | -0.6 | -2.8 | 2.7 | -2.4 |
| CN(C)S(=O)(=O)c1ccc2oc(SCC(=O)c3c(N)n(C4CC4)c(=O)[nH]c3=O)nc2c1 | -0.3 | 0.1 | 0.0 | 5.8 | 0.6 | 0.4 | -4.3 | 21.6 | -2.1 |
| CCOC(=O)c1cc(CC)sc1NC(=O)c1ccc([N+](=O)[O-])c(N2CCOCC2)c1 | · | -5.6 | 3.3 | 2.2 | · | -3.3 | -1.2 | 1.4 | 5.5 |
| Cc1cc(C)c(NC(=O)CN2CCN(S(=O)(=O)c3ccc4c(c3)OCCO4)CC2)c(C)c1 | · | · | 1.8 | 0.7 | -0.1 | -2.2 | -1.2 | 2.3 | 5.6 |

Rows were taken by chance. Share with any hit: about 4.8%.
